Compound activity deposited in PubChem BioAssay by NCI.
NCI-60 one-dose screen, 48 h, at 10 µM unless noted. Numbers give growth in % (100 = growth as untreated, 0 = no growth, -100 = all killed).
SK-MEL-28: SK-MEL-28 melanoma. AID 1794761. hit rate 4.1% among 81,000
HS 578T: HS 578T breast cancer | hit rate 4.1% among 78,000 | AID 1794788
SK-MEL-5: SK-MEL-5 melanoma | hit rate 6.4% among 80,000 | AID 1794755
MALME-3M: MALME-3M melanoma. hit rate 5.8% among 78,000
UACC-62: UACC-62 melanoma. hit rate 5.4% among 81,000. AID 1794756
UACC-257: UACC-257 melanoma; hit rate 4.4% among 78,000; AID 1794764
SK-MEL-2: SK-MEL-2 melanoma; AID 1794763; hit rate 4.7% among 77,000
LOX IMVI: LOX IMVI melanoma. hit rate 7.4% among 79,000. AID 1794757
* marks the source's active call; other numbers are inactive results; nt = not tested or not shown; & = joins results of further samples. The calls were made as follows: active = growth percent below 10; inactive = the rest.

SMILES	SK-MEL-28	HS 578T	SK-MEL-5	MALME-3M	UACC-62	UACC-257	SK-MEL-2	LOX IMVI
Clc1ccc(-c2ccc(-c3ccc(/C=N/NC4=NCCN4)cc3)s2)nc1	99	87	93	95	103	108	110	nt
c1ccc(-c2nc3ccccc3s2)cc1	104	93	90	98	76	98	112	89
CC(C)(C)OC(=O)N1C=C/C(=C\Cn2cc(-c3ccccc3)nn2)CC1	73	84	37	66	66	66	64	77
COc1ccc(/C=C/C(=O)/C=C2\C(=O)Nc3cc(Br)ccc32)cc1	118	nt	104	99	91	113	125	87
Cc1ccc(S(=O)(=O)Oc2nncc(-c3ccccc3)n2)cc1	103	102	119	124	102	93	85	106
CC(=O)C1=C(C)NC(NNc2ccccc2)=NC1c1cccc([N+](=O)[O-])c1 (configuration not stated)	102	106	105	103	38	109	97	71
COc1ccc(N=Nc2c(N)nn3c(-c4ccc(Cl)cc4)ccnc23)cc1	108	102	98	98	95	108	104	98
CCCCC[C@H]1C/C=C2/C(=O)C=C[C@@H]2C/C=C\CCCC(=O)O[C@@H](CCCCC)C/C=C2/C(=O)C=C[C@@H]2C/C=C\CCCC(=O)O1	-82*	4.3*	-97*	-78*	nt	-62*	-60*	-87*
CCCCCCCCCC(=O)OCC	112	107	100	100	101	103	111	98
CSc1nc2ccccc2c(=O)n1CCc1ccccn1	101	nt	87	102	89	89	92	90
Nc1nc2ccccc2[nH]1	115&121	117&113	106&107	99&76	96&100	122&103	115	91&100
CSc1nc(=O)n(Cc2ccc(Cl)cc2)c(=O)n1Cc1ccc(C(=O)O)cc1	101	110	100	100	100	108	112	104
Cc1ccc(C(C)C)cc1NC(=O)Nc1ccc([N+](=O)[O-])cc1	22	15	17	6.6*	12	-5.6*	-2.7*	5.4*
O=C1c2ccccc2C(=O)c2c1c(C(=O)c1ccccc1)c1ccccn21	112	89	95	109	88	84	87	99
Cc1ccccc1NC(=O)CNCC(C)C	112	120	105	97	103	111	82	99
NS(=O)(=O)c1ccc(CNC(=O)Nc2nc3ccccc3s2)cc1	106	90	96	94	92	99	92	92
COc1ccc(-c2cc(=O)c3c(OC)c(C=O)c(O)cc3o2)cc1	105	109	101	68	83	89	102	79
C=C(C)[C@@H]1CC[C@]2(C)[C@H](CC[C@@H]3[C@@H]([C@@](C)(O)CCC=C(C)C)CC[C@]32C)[C@@]1(C)CCC(=O)N[C@@H](Cc1ccccc1)C(=O)OC	97	103	98	97	84	105	106	95
CCNC(=O)Oc1ccc(/C(=C(/C)c2ccc(OC)cc2)c2ccc(OCCN3CCCCCC3)cc2)cc1	20	16	79	-3.4*	41	-32*	83	-6.6*
COc1ccc(-c2csc(N(C(=O)N3CCN(c4cc5c(cc4F)c(=O)c(C(=O)O)cn5C4CC4)CC3)c3ccccc3)n2)cc1	36	40	-22*	9.2*	13	12	0.4*	2.1*
COC(=O)c1c(-c2ccc(OC)cc2)c(-c2ccc(OC)cc2)[nH]c(=O)c1C#N	93	85	83	87	66	99	107	80
COc1ccc(C(=O)C(c2c[nH]c3ccccc23)c2c[nH]c3ccccc23)cc1	94	86	94	100	69	86	84	74
Cc1cc2nc3c(=O)[nH]c(=O)nc-3n(CC(O)C(O)C(O)CO)c2cc1C (configuration not stated)	117&103&97	111&84&106	103&97&100	103&103&93	101&101&97	106&98&93	26&96	96&93&92
CCCCOC(=O)/C=C\C(=O)NC(N)=O	98	99	100	92	79	78	111	79
CCCc1nc2ccccc2[nH]1	100	98	106	114	94	98	108	106
Further results
SMILES	SK-MEL-28	HS 578T	SK-MEL-5	MALME-3M	UACC-62	UACC-257	SK-MEL-2	LOX IMVI
O=C(OCC(Cl)(Cl)Cl)c1cc([N+](=O)[O-])cc([N+](=O)[O-])c1	95	93	99	100	95	81	83	98
O=C(Cn1cc(CN2C(=O)c3ccccc3S2(=O)=O)nn1)Nc1ccccc1	102	88	97	98	85	92	93	92
COc1cc(CN(CCC(=O)c2ccc(Cl)cc2)Cc2ccccc2)cc(OC)c1OC	110	105	102	112	105	104	105	96
Cc1nc(OCc2ccccc2)c(C#N)c2c1CCCC2	96	74	96	112	67	106	83	75
O=C(COc1cccc2[nH]ccc12)Nc1ccc2c(c1)OCO2	104	112	106	98	97	106	90	101
O=C(N/N=C\c1ccc(Cl)cc1)C(=O)N/N=C\c1ccc(Cl)cc1	111	nt	109	90	97	108	98	106
CCCCCn1sc(=O)n(Cc2ccc(COC(=O)C(C)c3ccc(CC(C)C)cc3)cc2)c1=O (configuration not stated)	112	103	nt	99	101	102	115	96
O=c1[nH]nc(-c2cc(Br)ccc2Cl)c(=O)[nH]1	107	100	95	92	101	112	100	96
Nc1ccc2nc(N)sc2c1	123	128	109	111	113	109	133	98
CCC1(CC)COC(c2ccc(Cl)cc2)OC1	109	109	99	100	99	82	93	102
COc1cc(/C=C/C(=O)c2cc(-c3ccccc3)ccc2O)cc(OC)c1OC	98	82	52	nt	59	70	77	53
CCOC(=O)c1cc2c(n1Cc1ccc(OC)cc1)-c1oncc1CCC2	107	95	101	122	91	101	102	101
O=C(COc1ccc(-c2cc3ccccc3[nH]2)cc1)N1CCCC1	113	102	109	92	108	104	99	95
CNC1C(OC2C(OC3C(O)C(O)C(N=C(N)N)C(O)C3N=C(N)N)OC(C)C2(O)CO)OC(CO)C(O)C1O (configuration not stated)	101	87	104	99	89	82	82	104
OCC[C@@H]1C[C@H]1c1ccc2ccccc2c1	111	101	nt	109	97	115	99	94
NC(=O)CC1C=C(Br)C(=O)C(Br)=C1	106	74	105	88	101	94	nt	109
NS(=O)(=O)c1ccc(NC(=O)Nc2nncs2)cc1	112	99	105	104	97	113	103	99
O=C(N/N=C/c1ccc(N2CCCC2)cc1)c1cnc2n(c1=O)CCCCC2	106	106	99	107	96	106	116	98
CCCCCCCCCCCC(=O)NCC(=O)O	135	78	92	99	106	100	106	100
COc1cc(-c2nc3occn3c2-c2ccnc(NCCCNS(=O)(=O)c3ccc(F)cc3)n2)ccc1F	113	104	95	104	94	92	108	104
CN(C)c1ccc(/C=C2\S/C(=N/c3nnc(-c4ccc(O)cc4)s3)NC2=O)cc1	57	84	40	78	81	84	94	45
COc1cc(NC(=O)Cn2c(-c3cncs3)nc3ccccc32)cc(OC)c1OC	103	111	96	103	98	82	111	94
CN(C)CCCNc1nc(-c2cccc(C(Cl)(Cl)Cl)c2)nc(C(Cl)(Cl)Cl)n1	103	92	103	89	100	119	99	88
COc1c(O[C@H]2O[C@@H](CO)[C@@H](O)C(O)C2O)cc2oc3cc(O[C@H]4O[C@@H](CO)[C@@H](O)C(O)C4O)c(CC=C(C)C)c(O)c3c(=O)c2c1CC=C(C)C (some centres not stated)	113	106	94	87	103	89	111	92
CCOC(=O)CC[C@H](NC(=O)c1ccc(NC(=O)Cn2c(C)nc3c(c(SC)nn3-c3ccc(Br)cc3)c2=O)cc1)C(=O)OCC	104	nt	100	91	101	103	119	nt

Overlap with the part before: two entries; new compounds follow.
SMILES	SK-MEL-28	HS 578T	SK-MEL-5	MALME-3M	UACC-62	UACC-257	SK-MEL-2	LOX IMVI
COc1c(O[C@H]2O[C@@H](CO)[C@@H](O)C(O)C2O)cc2oc3cc(O[C@H]4O[C@@H](CO)[C@@H](O)C(O)C4O)c(CC=C(C)C)c(O)c3c(=O)c2c1CC=C(C)C (some centres not stated)	113	106	94	87	103	89	111	92
CCOC(=O)CC[C@H](NC(=O)c1ccc(NC(=O)Cn2c(C)nc3c(c(SC)nn3-c3ccc(Br)cc3)c2=O)cc1)C(=O)OCC	104	nt	100	91	101	103	119	nt
c1ccc(CCn2cncc2-c2c[nH]c3ccccc23)cc1	97	75	92	89	80	104	87	90
OCCC1=CCCCC1	111	119	105	99	95	114	111	105
CCN(CC)CCCC(C)Nc1ccnc2cc(Br)ccc12 (configuration not stated)	109	95	nt	129	104	109	106	85
COc1cc2oc(-c3cccc(NC(=O)c4ccc(F)cc4)c3)cc(=O)c2c(OC)c1OC	73	56	54	49	66	122	71	57
COc1ccc(/C(=C\c2cc(OC)c(OC)c(OC)c2)C(=O)N2CCNCC2)cc1	112	102	93	108	90	91	nt	87
C=CCOP(=O)(OCC=C)c1ccccc1	113	nt	114	114	107	95	138	101
C=CCSC(SCC=C)c1ccc(Cl)cc1	101	116	103	103	84	92	92	105
C/C(=N/O)c1ccc(NC(=O)CSc2nnc(-c3ccc(-c4nc5ccc(C)cc5[nH]4)cc3)o2)cc1	109	97	103	96	102	111	118	98
COc1ccc(-c2nc(N)n(C(=S)Nc3ccccc3)n2)cc1	116	87	94	89	98	105	101	94
O=C1CCC(=O)N1C(=O)c1ccc(Cl)cc1	112	120	103	109	94	92	98	102
CC1=CC[C@@H]2CC[C@]3(C)[C@H](CC[C@@H]4[C@@]5(C)CCCNC(C)(C)[C@@H]5CC[C@]43C)[C@H]2[C@@H]1C	64	93	90	3.2*	92	77	95	-100*
CNc1ccc([N+](=O)[O-])cn1	110	133	103	146	111	112	96	100
CN(C)CCCCC(C(=O)CBr)(c1ccccc1)c1ccccc1	24	24	35	-56*	nt	6.1*	54	-39*
S=C1Nc2c(sc3ccc(Cl)cc23)C(c2ccc3ccccc3c2)N1 (configuration not stated)	102	91	95	82	86	98	90	93
O=[N+]([O-])c1ccc(/C(=C/c2ccccc2)[n+]2ccccc2)cc1	105	nt	103	125	100	101	125	105
C=CCN(CC=C)C(=O)C(C)O (configuration not stated)	107	103	100	107	105	109	109	97
CC[C@@H](CC[C@@H](C)[C@H]1CC[C@H]2[C@@H]3CC=C4CC(O)CC[C@]4(C)[C@H]3CC[C@]12C)C(C)C (some centres not stated)	102	108	102	105	119	101	nt	nt
Nc1c(S(=O)(=O)O)cc2c3c(cccc13)C(=O)OC2=O	115	99	102	112	98	79	51	94
COC1/C=C/OC2(C)Oc3c(C)c(O)c4c(O)c(c(C=NOC(c5ccccc5)c5ccccc5)c(O)c4c3C2=O)NC(=O)/C(C)=C/C=C/C(C)C(O)C(C)C(O)C(C)C(OC(C)=O)C1C (configuration not stated)	-7.3*	-5.2*	6.1*	24	-4.6*	12	-25*	0.5*
CC(=O)c1ccc(C)o1	109	105	107	107	113	104	110	105
COc1cccc(/C=C/C(=O)c2ccc(NC(=O)c3cc4cc5cc(C)ccc5nc4s3)cc2)c1	103	96	104	96	101	102	110	99
COc1cc2c(cc1OC)C(=O)/C(=C/c1ccc(OCc3ccccc3)c(OC)c1)C2	98	97	93	93	91	92	92	95
CCCCCCCCCCCCCCCc1cc(O)cc(O)c1	93	110	100	139	78	113	96	89
CC1CCCc2sc3nc(NNC(=O)c4cnccn4)n(-c4ccccc4)c(=O)c3c21 (configuration not stated)	27&12	38&49	-66*	11&16	-8.6*	-18*	25&11	2.0*

Entries of single compounds from above. Order of screens: SK-MEL-28, HS 578T, SK-MEL-5, MALME-3M, UACC-62, UACC-257, SK-MEL-2, LOX IMVI
Profile of `CN(C)CCCCC(C(=O)CBr)(c1ccccc1)c1ccccc1` → 24, 24, 35, -56*, nt, 6.1*, 54, -39*
Profile of `c1ccc(CCn2cncc2-c2c[nH]c3ccccc23)cc1` → 97, 75, 92, 89, 80, 104, 87, 90
Profile of `Nc1c(S(=O)(=O)O)cc2c3c(cccc13)C(=O)OC2=O` → 115, 99, 102, 112, 98, 79, 51, 94
Profile of `CCN(CC)CCCC(C)Nc1ccnc2cc(Br)ccc12` (configuration not stated) → 109, 95, nt, 129, 104, 109, 106, 85

A second format for 7 compounds above.
Results follow in this order: SK-MEL-28 | HS 578T | SK-MEL-5 | MALME-3M | UACC-62 | UACC-257 | SK-MEL-2 | LOX IMVI
> COc1ccc(/C(=C\c2cc(OC)c(OC)c(OC)c2)C(=O)N2CCNCC2)cc1
    112 | 102 | 93 | 108 | 90 | 91 | nt | 87
> C=CCOP(=O)(OCC=C)c1ccccc1
    113 | nt | 114 | 114 | 107 | 95 | 138 | 101
> C=CCSC(SCC=C)c1ccc(Cl)cc1
    101 | 116 | 103 | 103 | 84 | 92 | 92 | 105
> C/C(=N/O)c1ccc(NC(=O)CSc2nnc(-c3ccc(-c4nc5ccc(C)cc5[nH]4)cc3)o2)cc1
    109 | 97 | 103 | 96 | 102 | 111 | 118 | 98
> COc1ccc(-c2nc(N)n(C(=S)Nc3ccccc3)n2)cc1
    116 | 87 | 94 | 89 | 98 | 105 | 101 | 94
> O=C1CCC(=O)N1C(=O)c1ccc(Cl)cc1
    112 | 120 | 103 | 109 | 94 | 92 | 98 | 102
> CC1=CC[C@@H]2CC[C@]3(C)[C@H](CC[C@@H]4[C@@]5(C)CCCNC(C)(C)[C@@H]5CC[C@]43C)[C@H]2[C@@H]1C
    64 | 93 | 90 | 3.2* | 92 | 77 | 95 | -100*
